High-throughput results: PubChem, Broad Institute
INS-1E GSIS act: GLuc luminescence reporter in INS-1E cells, primary screen for activators of glucose-dependent secretion of insulin. INS-1E GLuc reporter insulin secretion, 2-3 h. activation, % at 16.6 µM. 0.61% of 370,000 active;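 active means lowest replicate activation of at least 40%, so every replicate reaches that level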;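 further: 0% = median of neutral control wells and 100% = median of IBMX positive control wells; some compounds called inactive have numbers as strong as hits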
FN deposit inh: fibronectin deposition inhibition; AH1F fibroblasts, Alexa488-fibronectin deposition fluorescence, overnight; inhibition, % at 12.6 µM; 0.086% of 350,000 active; AID 743247;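 active means mean inhibition across replicates of 30% or more, regardless of how many single replicates reach that level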;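 further: positive control wells lacked labelled fibronectin entirely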
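Material: AH1F fibroblast monolayer depositing Alexa488-labelled fibronectin into matrix / Amount: 10000 AH1F cells per well / Signal: fluorescence 485/525 nm / Medium: DMEM, 2% serum / Compound: single dose, pinned / Incubation: 1 h cell adhesion before compound, then overnight fibronectin incubation / Reagent: Alexa488-FN, 24 nM final / Read-out: inhibition of fibronectin deposition signal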
PglD DTNB: blocks C. jejuni PglD acetyltransferase activity; 0.098% of 360,000 active; purified PglD enzyme, DTNB colorimetric CoA detection; inhibition, % at 12.5 µM; in the data active means inhibition above about 16%, passing the limit was not always enough; further: strong numbers were not always called active
PGC1a acetyl inh: PGC1a acetylation modulation, inhibitor mode; inhibition, % at 15.6 µM; U2OS PGC1a acetylation, AlphaScreen anti-acetyl-lysine; with virally co-expressed GCN5 acetyltransferase; 0.17% of 350,000 active; AID 651687;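 active means every replicate shows inhibition of at least 40%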;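 further: 0% = neutral control wells and 100% = positive control wells; some results beyond the cut were filed as inactive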
F508del corr: correctors of CFTR F508del function in bronchial epithelial cells; CFBE cells, YFP halide quenching; stimulated with forskolin plus potentiator P3; % fluorescence drop versus neutral controls; activity (quench increase), % at 7.58 µM; 0.36% of 350,000 active; AID 720511;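 active means mean added fluorescence quench of at least 8% versus neutral control, with both replicates also reaching 8%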;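 further: cells transiently co-express mutant CFTR-F508del with the halide-sensitive YFP; corrector assay measuring rescue of mutant channel to the surface after 24 h compound exposure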
Statin myotox sup: protects C2C12 myotubes from simvastatin toxicity; rescue of ATP level, % at 7.49 µM; 0.78% of 330,000 active; ATP luminescence, 48 h; scaled: DMSO 0, geranylgeraniol control 100;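 active means mean ATP rescue above about 67%, or every replicate alone reaching that limit, limit read from the data, passing the limit was not always enough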;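 further: myotubes were challenged with 10 µM simvastatin during compound exposure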
Cneo AK release: Cryptococcus neoformans lysis via adenylate kinase release | lysis activity, % at 15 µM | C. neoformans lysis, adenylate kinase release luminescence, 4 h; normalised: neutral wells 0, clomiphene wells 100 | 0.2% of 360,000 active;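 active means mean lysis activity across replicates of at least 80%, whatever share of replicates individually reach that level; inactive means mean lysis activity below 80%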
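Material: C. neoformans cells; Schedule: 4 h static compound exposure, 37 °C, read 1 h post-reagent; Measured by: adenylate kinase release luminescence; Read-out: signal increase indicating cell lysis; Controls: Clomiphene as positive lysis control.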
miR-122 sensor: inhibitors of miR-122 in Huh7 cells. 0.3% of 340,000 active. Huh7 miR-122 Renilla luciferase sensor, 48 h; neutral wells = 0, positive control = 100. activation (reporter increase), % at 12.5 µM;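 active means mean replicate activation score at least 90 and every replicate individually at or above 90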;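 further: higher luciferase means less miR-122 activity so hits act as miR-122 inhibitors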
* marks the source's active call; other numbers are inactive results; / = not tested or not shown; & = joins results of further samples; [ ] = remark or other dose.

SMILES | INS-1E GSIS act | FN deposit inh | PglD DTNB | PGC1a acetyl inh | F508del corr | Statin myotox sup | Cneo AK release | miR-122 sensor
Cc1nn(C)c(Oc2ccc(Cl)cc2)c1C(=O)O | / | 0 | 1 | 10 | / | 4 | 0 | 4
CCOC(=O)Cc1csc(SCC(=O)N2CCN(c3ccc(OC)cc3)CC2)n1 | / | -6 | -3 | / | / | 9 | -1 | -16
O=C(c1cccc(S(=O)(=O)N2CCc3ccccc32)c1)N1CCN(c2ccccc2)CC1 | -5 | -4 | -3 | -2 | -3.0 | -5 | 5 | 15
Cc1cccc(OCCCSc2nc3ccccc3[nH]2)c1 | / | -14 | -3 | / | / | / | 0 | -1
O=C(Nc1nc(-c2ccccc2)cs1)c1ccc(N2CCOCC2)c([N+](=O)[O-])c1 | / | / | 5 | -3 | / | / | -4 | -11
Cc1noc(C)c1S(=O)(=O)Nc1ccc2c(c1)CC(=O)N([C@H](C)CO)C[C@H](C)[C@@H](CN(C)C(=O)Nc1ccc(F)cc1)O2 | -1 | -9 | 3 | 3 | -1.3 | 13 | 2 | 0[16.7 µM]
O=C(NCCCN1CCOCC1)c1ccc2c(c1)N(Cc1cccc(Cl)c1)C(=O)c1ccccc1S2=O (stereo not given) | -8 | -17 | 3 | -1 | 0.5 | -11 | -1 | 3
Cc1cc(Cl)nc(-c2ccccc2O)n1 | 25 | 3 | / | 4 | 2.7 | 9 | / | -1
O=C(C[C@@H]1CC[C@H]2[C@@H](COC[C@@H](O)CN2S(=O)(=O)c2ccccc2)O1)Nc1ccc(-c2ccccc2)cc1 | -13 | -4 | -1 | 0 | 2.2 | -35 | 1 | -10[16.7 µM]
COc1cccc(OC)c1C(=O)Nn1c(-c2cccc(C)c2)nc2ccccc2c1=O | -1 | -9 | / | 0 | 1.6 | / | / | /
Cc1cccc(Nc2nc(NCCCN3CCOCC3)nc(N)c2[N+](=O)[O-])c1 | / | 15 | -5 | / | -0.6 | / | 0 | 11
C[C@@H]1CN([C@@H](C)CO)C(=O)c2cccc(NC(=O)c3ccc(-c4nccs4)cc3)c2O[C@@H]1CN(C)Cc1ccc(-c2ccccc2)cc1 | -18 | / | 0 | -2 | 0.3 | -16 | -5 | -11[16.7 µM]
COc1ccc(-c2nnc(SC(C)C(=O)Nc3nccs3)n2-c2ccccc2)cc1OC (stereo not given) | 6 | / | / | -12 | 1.6 | / | / | -3
Cc1ccc(OCCCN2CCOCC2)c([N+](=O)[O-])c1 | 0 | 4 | 7 | / | / | / | -3 | /
C[C@@H]1CCCCO[C@H](CN(C)Cc2ccc(C(=O)Nc3ccccc3N)cc2)[C@@H](C)CN([C@H](C)CO)C(=O)c2cc(NS(=O)(=O)c3cn(C)cn3)ccc2O1 | -7 | / | 0 | 9 | -0.6 | / | -1 | -2[16.7 µM]
Cc1cccc(OCC(=O)NCc2ccc(F)cc2)c1 | 1 | -3 | -1 | -1 | 1.5 | -2 | 0 | -6
OC(c1ccccc1)(c1nc(-c2ccc3c(c2)OCO3)cs1)C(F)(F)F (stereo not given) | -26 | -6 | -2 | 6 | 0.4 | -83 | -2 | 22
O=C(C(=O)N1CCCc2ccccc21)c1c[nH]c2ccccc12 | -32 | / | -5 | -3 | -0.5 | 16 | 0 | 14
COc1ccc(-c2c(C#N)c(N)nc3c2c(=O)n(C)c(=O)n3C)cc1 | / | / | 0 | 5 | / | 2 | 4 | -2
O=C(Cn1c(=O)sc2ccccc21)NCc1ccccn1 | 1 | -7 | 1 | -4 | -1.2 | -24 | 1 | -1
COC(=O)NNC(=S)NCc1ccc(C)cc1 | -1 | 4 | 0 | 3 | / | / | -1 | -3
CCOC(=O)N1CCN(C(=O)CSc2nnc(-c3cccs3)o2)CC1 | 8 | 4 | -2 | 10 | -0.9 | -4 | 2 | -8
C[C@@H]1CN([C@@H](C)CO)C(=O)c2cc(-c3cccc(C(=O)N(C)C)c3)cnc2O[C@@H]1CN(C)S(=O)(=O)c1cccc(F)c1 | 3 | / | -3 | 3 | 0.2 | 5 | -1 | 2[16.7 µM]
C/C=C/c1ccc([C@@H]2[C@H](CO)N3CCCCN(C(=O)Nc4ccc(F)cc4)C[C@@H]23)cc1 | -19 | / | 5 | -6 | -0.8 | -71 | 3 | -1[16.7 µM]
C[C@H]1CN([C@@H](C)CO)C(=O)Cc2cc(NS(C)(=O)=O)ccc2O[C@H]1CN(C)S(=O)(=O)c1ccc(Cl)cc1 | 10 | / | -3 | -2 | 1.5 | 5 | -2 | 3[16.7 µM]
Cc1noc(C)c1NC(=O)Nc1cccc2c1O[C@@H](CN(C)S(=O)(=O)c1cn(C)cn1)[C@@H](C)CN([C@H](C)CO)C2=O | 7 | 1 | -2 | 5 | 0.6 | 2 | 2 | 2[16.7 µM]
CCn1c(COc2ccc(Cl)cc2)nnc1SC1CCc2ccccc2C1=O (stereo not given) | -10 | 2 | -15 | -25 | / | / | 1 | 0
Cc1ccc(S(=O)(=O)Nc2cccc3c2O[C@H](CN(C)C(=O)Nc2ccccc2)[C@H](C)CN([C@H](C)CO)C3=O)cc1 | -13 | / | 10 | -1 | -0.8 | 56 | -4 | 8[16.7 µM]
Cc1ccccc1C(=O)N[C@H](C(=O)Nc1ccc(Cl)c(Cl)c1)C(C)C | / | 2 | 7 | / | 2.9 | / | 1 | /
COCc1c(C(=O)OCC(=O)N(C)C2CCS(=O)(=O)C2)oc2ccccc12 (stereo not given) | 2 | -4 | 3 | 3 | -1.2 | 2 | 0 | -1
C[C@H]1CCCCO[C@H](CN(C)C)[C@@H](C)CN([C@@H](C)CO)C(=O)c2cc(NC(=O)Nc3cccc4ccccc34)ccc2O1 | 30 | / | 3 | -3 | -1.2 | -7 | 38 | 23[16.7 µM]
COCC#Cc1cnc2c(c1)C(=O)N([C@H](C)CO)C[C@H](C)[C@H](CN(C)S(=O)(=O)c1cn(C)cn1)O2 | 17 | 4 | 3 | 3 | 1.9 | 6 | -3 | -3[16.7 µM]
O=C(Nc1nnc(C2CC2)s1)c1cc(Cl)sc1Cl | -4 | / | -5 | -3 | 0.0 | 16 | 21 | -5
COc1cccc(C(=O)NNC(=O)C2CCCO2)c1 (stereo not given) | 4 | -8 | 9 | 6 | 0.4 | -4 | -3 | -3
C[C@@H]1CN([C@@H](C)CO)C(=O)c2cc(C3=CCCCC3)cnc2O[C@@H]1CN(C)S(C)(=O)=O | 16 | / | / | -2 | 0.9 | 11 | / | -4[16.7 µM]
C[C@H]1CN([C@@H](C)CO)C(=O)c2cc(-c3ccncc3)cnc2O[C@@H]1CN(C)C(=O)C1CC1 | 6 | -2 | / | 6 | 1.6 | 46 | / | 2[16.7 µM]
COc1ccc(S(=O)(=O)N2CCN(C(=O)c3ccc(NC(C)=O)cc3)CC2)cc1 | -4 | -3 | 1 | / | -0.4 | -20 | 0 | /
C[C@H](CO)N1C[C@H](C)[C@@H](CN(C)C(=O)Nc2cccc(F)c2)OCc2cn(nn2)CCCC1=O | -8&0 | -18&4 | -2 | 4&-6 | 2.1&-0.6&-3.2 | -7&8 | -4 | 5&0[16.7 µM]
CCCc1cc(C(=O)OC)c(NC(=O)c2cc(C)on2)s1 | / | -7 | -1 | -1 | / | 2 | 8 | -5
CCCN1C(=O)/C(=C\C=C2/Sc3ccccc3N2CCO)SC1=S | -9 | -28 | / | 5 | 1.2 | -3 | / | -3

Full records from above:
Results for C[C@H]1CN([C@@H](C)CO)C(=O)Cc2cc(NS(C)(=O)=O)ccc2O[C@H]1CN(C)S(=O)(=O)c1ccc(Cl)cc1 : INS-1E GSIS act: 10; FN deposit inh: /; PglD DTNB: -3; PGC1a acetyl inh: -2; F508del corr: 1.5; Statin myotox sup: 5; Cneo AK release: -2; miR-122 sensor: 3[16.7 µM]
Results for C/C=C/c1ccc([C@@H]2[C@H](CO)N3CCCCN(C(=O)Nc4ccc(F)cc4)C[C@@H]23)cc1 : INS-1E GSIS act: -19; FN deposit inh: /; PglD DTNB: 5; PGC1a acetyl inh: -6; F508del corr: -0.8; Statin myotox sup: -71; Cneo AK release: 3; miR-122 sensor: -1[16.7 µM]

More structures follow:
SMILES | INS-1E GSIS act | FN deposit inh | PglD DTNB | PGC1a acetyl inh | F508del corr | Statin myotox sup | Cneo AK release | miR-122 sensor
COc1ccc(CN2CCC2(C)C(=O)NCCNC(C)=O)c2ccccc12 (stereo not given) | 19 | -16 | 0 | 13 | -6.5 | 3 | -1 | -2
CN(C)CC#Cc1ccc([C@H]2[C@@H](CO)N3CCCCN(C(=O)C4CCC4)C[C@@H]23)cc1 | 4 | / | 11 | 3 | 1.3 | 4 | 1 | -4[16.7 µM]
COc1ccc(C(=O)CNc2ccccc2CO)cc1 | -1 | -15 | / | -5 | -0.8 | / | / | /
CN(Cc1ccccc1)C(=C(Cl)Cl)/C(=C1/NCCN1C)[N+](=O)[O-] | -7 | 15 | / | 13 | -0.2 | / | / | 2
COc1ccc(S(=O)(=O)Nc2cccc3c2O[C@H](CN(C)Cc2ccc4c(c2)OCO4)[C@@H](C)CN([C@@H](C)CO)C3=O)cc1 | 4 | / | -2 | -1 | 0.8 | -33 | -3 | 8[16.7 µM]
CC1(C)Cc2c(C#N)c(NCCN3CCOCC3)nc(-c3ccco3)c2CO1 | / | 9 | -4 | -3 | / | 2 | 3 | -4
Cc1cc2nc(-c3cccc(Cl)c3)c(CC(C)(C)C)n2c(C)c1Br | -4 | 11 | -1 | -28 | 1.9 | -3 | 4 | 5
O=C(c1ccc(CS(=O)c2ccc(F)cc2)o1)N1CCN(C2CCCCC2)CC1 (stereo not given) | -6 | 8 | -2 | 7 | -0.4 | 14 | -2 | -6
Cc1ccc(N(C(=O)c2snc(C(N)=O)c2N)C(CC(C)C)C(=O)NC2CCCC2)cc1 (stereo not given) | -12 | 1 | -1 | / | -2.2 | 2 | 2 | /
Nc1nncn1C(=O)CCCOc1ccc(Cl)cc1Cl | / | / | -9 | -5 | / | 23 | -3 | 7
COc1cc(NC(=O)[C@H]2O[C@@H](n3cnc4c(N)ncnc43)[C@H](O)[C@@H]2O)cc(OC)c1OC | 13 | -1 | 1 | 16 | 0.7 | 9 | 1 | -3
CN(C)C(=O)c1ccc(-c2ccc3c(c2)[C@H]2[C@H](CCN2S(=O)(=O)c2ccccc2)[C@@H](CO)N3)cc1 | 3 | -21 | 1 | -19 | 2.2 | 12 | -13 | 19[16.7 µM]
Cc1ccc(C(=O)N2CCN(S(=O)(=O)c3ccccc3)CC2)cc1 | 14 | 8 | / | 5 | 0.0 | / | / | /
CCOC(=O)c1cc2c(ccn2C)n1CC(=O)N1CCC(C)CC1 | / | 0 | -4 | -4 | / | / | 0 | 5
C[C@H](CO)N1C[C@H](C)[C@@H](CN(C)C(=O)Nc2ccc3c(c2)OCO3)Oc2cc(C#Cc3ccccc3)ccc2S1(=O)=O | -8 | 1 | 12 | 7 | 1.5 | -16 | -9 | 48[16.7 µM]
Cc1cccc(N2C(=O)C3C4CC(C(Br)C4Br)C3C2=O)n1 (stereo not given) | / | 5 | -1 | -8 | / | -4 | 0 | -6
COc1ccc(-c2cc(C(=O)NCC3CCCO3)c3cc(C)ccc3n2)cc1 (stereo not given) | -21 | 8 | 8 | -25 | 1.0 | -6 | -2 | 8
C[C@H]1C=C(C(=O)Nc2ccccc2)O[C@@H](OCCCCO)C1 | / | / | 1 | -1 | -0.2 | / | -7 | /
c1ccc(CSc2n[nH]c(-c3ccco3)n2)cc1 | / | -4 | / | -4 | / | -3 | -3 | -7
CCOc1ccc(C(=O)Nc2c(C(N)=O)oc3ccccc23)cc1 | / | / | -1 | -31 | / | -30 | -4 | -3
Cc1onc(-c2ccccc2Cl)c1C(=O)N1CCN(c2ccccc2)CC1 | -10 | -7 | -13 | -1 | / | 37 | -1 | -3
